PfHsp40 yeast: compounds rescuing yeast from Plasmodium falciparum HSP40 toxicity; S. cerevisiae expressing PfHsp40, growth rescue, ATP luminescence; growth rescue, % at 12.5 µM; 340,000 compounds, 0.68% hits; AID 504582; in the data active means growth rescue above about 28%, passing the limit was not always enough; inconclusive means no clear call, values can overlap the other calls;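 further: yeast W303a lacking pdr1 and pdr3 grown in galactose medium; growth measured after three days at 30 °C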
TcdB inh: blocks C. difficile toxin B glycohydrolase activity; TcdB glycohydrolase enzymatic assay, plate reader; inhibition, % at 9.99 µM; 350,000 compounds, 0.24% hits; AID 652162; in the data active means inhibition above about 10%
Mtb FBA inh: inhibits M. tuberculosis FBA enzyme; P9WQA3; purified M. tuberculosis FBA, fluorescence read-out; inhibition, % at 1 µM; 360,000 compounds, 2.3% hits; AID 588726; in the data active means inhibition above about 27%;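 further: 0% = vehicle and 100% = reference inhibitor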
Target sequence (P9WQA3 whole entry, looked up): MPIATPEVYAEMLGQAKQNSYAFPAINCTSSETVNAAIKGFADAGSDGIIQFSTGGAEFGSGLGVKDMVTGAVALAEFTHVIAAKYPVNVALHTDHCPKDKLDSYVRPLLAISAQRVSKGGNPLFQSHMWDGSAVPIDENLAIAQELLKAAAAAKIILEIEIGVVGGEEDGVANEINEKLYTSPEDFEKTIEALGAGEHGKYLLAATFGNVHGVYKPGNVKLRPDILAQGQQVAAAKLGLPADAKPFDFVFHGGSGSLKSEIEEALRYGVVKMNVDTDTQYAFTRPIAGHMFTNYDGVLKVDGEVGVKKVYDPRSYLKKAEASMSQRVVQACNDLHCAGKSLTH
BH1578 lux ind: quorum light induction in luxS cqsA deficient V. cholerae; 350,000 compounds, 0.16% hits; activation, % at 18.7 µM; V. cholerae BH1578 lux reporter, luminescence, 6 h; in the data active means activation mostly above about 9.7%, no sharp cut-off; inconclusive means no clear call, values can overlap the other calls; inactive means mostly below about 3.7%; further: not every result past the cut was called active; inactives centre near 0; reference of the scale not given here
Yp Topo-I inh: blocks Yersinia pestis topoisomerase I activity | Y. pestis Topo-I cleavage product accumulation, plate reader | 360,000 compounds, 0.064% hits | activity, % at 10 µM; in the data active means activity above about 50%, passing the limit was not always enough; inconclusive means no clear call, values can overlap the other calls; further: inactives centre near 2
Mtb BioA inh: inhibitors of Mycobacterium tuberculosis BioA enzyme; purified M. tuberculosis BioA enzyme, plate reader; inhibition, % at 9.99 µM; 360,000 compounds, 0.096% hits; AID 602481; in the data active means inhibition above about 40%; inconclusive means no clear call, values can overlap the other calls
FadD28 binding: M. tuberculosis FadD28 bisubstrate binding inhibition; FadD28 bisubstrate probe binding, fluorescence polarization; inhibition, % at 12.5 µM; 360,000 compounds, 0.22% hits; in the data active means inhibition above about 8.5%, passing the limit was not always enough; inconclusive means no clear call, values can overlap the other calls
GDH-TPI inh: counter-screen for M. tuberculosis FBA inhibitors: GDH-TPI coupled enzymes; 360,000 compounds, 1.2% hits; GDH-TPI coupled enzyme counterscreen, NADH absorbance; inhibition, % at 4.8 µM; AID 588335; in the data active means inhibition above about 30%;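 further: 0% = DMSO wells and 100% = wells lacking the enzyme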
Mtb UGM inh: Mtb UDP-galactopyranose mutase inhibition; AID 504406; 320,000 compounds, 0.06% hits; purified UGM, fluorescence polarization probe displacement; inhibition, % at 10 µM; in the data active means inhibition above about 10%, passing the limit was not always enough; inconclusive means no clear call, values can overlap the other calls
Target sequence (P9WIQ1 whole entry, looked up): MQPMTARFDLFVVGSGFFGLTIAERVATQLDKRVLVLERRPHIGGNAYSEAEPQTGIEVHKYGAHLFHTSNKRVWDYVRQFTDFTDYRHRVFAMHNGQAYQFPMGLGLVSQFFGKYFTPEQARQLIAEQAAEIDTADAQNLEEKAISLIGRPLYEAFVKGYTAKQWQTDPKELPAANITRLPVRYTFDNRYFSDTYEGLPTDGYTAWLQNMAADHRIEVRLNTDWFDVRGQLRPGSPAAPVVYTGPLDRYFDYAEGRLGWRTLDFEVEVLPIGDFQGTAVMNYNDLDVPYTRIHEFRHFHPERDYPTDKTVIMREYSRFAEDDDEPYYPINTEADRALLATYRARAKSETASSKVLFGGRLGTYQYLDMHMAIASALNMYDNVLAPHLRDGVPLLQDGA
* = called active by the depositor; i = inactive; ? = inconclusive; / = not tested or not shown; & = joins results of further samples. Hits appear at their usual frequency; 4.6% or so of the library scored in one or more.

smiles	PfHsp40 yeast	TcdB inh	Mtb FBA inh	BH1578 lux ind	Yp Topo-I inh	Mtb BioA inh	FadD28 binding	GDH-TPI inh	Mtb UGM inh
COc1ccc(N2CCN(C(C)C(=O)Nc3nnc(C)s3)CC2)cc1 (stereo not drawn)	-0.8	1.9	0	-0.3	-7	/	-2.1	1	1.2
Cc1cc(C)nc(SCc2nnc(SCC(=O)Nc3ccc(C)c(C)c3)o2)n1	2.7	/	0	-0.5	5	-0.1	-4.0	-7	0.5
O=C(c1ccco1)N1CCN(Cc2ccc(Br)cc2)CC1	-0.5	0.1	0	-0.5	8	0.9	/	8	0.8
COc1cccc(C(c2nnnn2C2CCCCC2)N2CCN(C/C=C/c3ccccc3)CC2)c1OC (stereo not drawn)	/	-0.7	-2	/	/	-1.6	-2.0	/	/
CCOc1ncccc1C(=O)NCCc1ccc(S(N)(=O)=O)cc1	0.4	0.7	1	-0.3	4	-1.5	-2.2	-3	-0.6
CCCn1nc2cc(C(=O)NCc3ccc(OC)cc3)ccc2c1OCC	0.7	0.2	48*	4.5	7	-1.5	-0.8	3	0.3
O=C(NCc1ccc(F)cc1)c1cc(C2CCCN(C(=O)c3ccccn3)C2)on1 (stereo not drawn)	/	-4.9	3	i	0	0.0	-1.8	7	/
CCN1CCN(c2ccc(NC(=O)COc3ccccc3Cl)cc2)CC1	-0.4	/	2	-0.2	-3	-0.4	-2.7	-8	2.5
CCCc1cc(=O)[nH]c(Nc2ccc(O)cc2)n1	-0.9	/	0	2.2	2	0.0	-1.7	-2	0.3
Cc1cc(C)cc(-c2nnc(SCC(=O)NCC3CCCO3)o2)c1 (stereo not drawn)	-1.3	2.5	0	i	3	-0.6	-1.5	3	/
O=C(ONC1=NCCCCC1)c1ccc(Cl)cc1	-0.7	/	-2	0.3	2	0.2	1.0	3	0.0
O=C(Nc1ccc(N2C(=O)C3C4C=CC(C4)C3C2=O)cc1)Nc1nncs1 (stereo not drawn)	0.1	1.1	2	-0.4	-1	-2.8	1.3	-1	2.2
Nc1c(N=Nc2ccccc2F)c(=O)[nH]n1-c1ccccc1	-0.4	/	-3	-0.3	-14	/	0.1	7	0.4
Cc1ccc(-n2nc3ccc(N)cc3n2)c(C)c1	-0.6	1.7	100*	-0.7	2	-1.5	-2.3	20	-0.2
C=CCN(CC=C)C(=O)c1cccc(OC2CCN(CC(C)(C)C)CC2)c1	11	-0.4	-3	i	5	0.1	0.8	3	-0.8
COC(=O)c1cn(C(=O)c2cc(OC)c(OC)c(OC)c2)c2ccccc12	-1.9	1.8	-2	0.4	3	0.0	-2.2	-1	-1.3
COC(=O)c1ccc(COc2cccc3c2CCN(Cc2cccc(C)c2)C3=O)o1	?	-0.5	-5	0.7	?	/	-5.3	-12	2.5
COc1cc(C2C(C#N)=C(N)OC3=C2C(=O)CC(C)(C)C3)c([N+](=O)[O-])cc1OC (stereo not drawn)	1.0	/	2	i	4	/	-3.0	1	-0.2
FC(F)(F)c1ccccc1NC1=NCCC1	-0.9	0.9	8	0.1	9	/	-2.8	1	-1.8
CC(C)(O)[C@@H]1[C@@H]2C[C@@]3(CC[C@]4(C)C(CCC5[C@@]6(C)CC[C@H](O)C(C)(C)C6CC[C@]54C)[C@@H]13)C(=O)O2 (stereo partly drawn)	/	/	3	-0.5	7	-1.0	-0.4	3	-0.6
CC1(C)C2CCC(C2)C1(C)NC(=O)C[N+](C)(C)C (stereo not drawn)	-0.6	-0.1	1	-0.5	1	/	-3.1	-4	/
CNCCCOc1ccc(C)cc1OC	1.8	1.4	0	-0.1	0	/	-0.6	-2	-1.1
COc1ccc(CCNC(=O)C(=O)NCC2OCCN2C(=O)c2ccc(Cl)cc2)cc1 (stereo not drawn)	0.4	3.1	-1	-1.3	7	-1.2	-0.6	6	2.6
O=C1CC(N2CCC(c3nc4ccccc4[nH]3)CC2)C(=O)N1c1ccccc1F (stereo not drawn)	4.3	1.5	-1	-0.3	-8	1.1	-0.1	6	0.9
COc1ccc(S(=O)(=O)N2CCOCC2)cc1NC(=O)c1cc(C)oc1C	-2.4	-0.1	1	-1.5	-1	0.5	/	-10	0.8
Cc1cc(Cl)ccc1OCC(=O)NNC(=O)c1ccco1	3.0	-1.4	3	i	-1	-1.0	-0.7	3	-1.3
CCOC(=O)CSc1ccc2nnc(-c3ccncc3)n2n1	1.0	0.6	7	-0.3	1	1.1	-1.6	0	2.1
Cc1csc(NC(=O)CCC(=O)N(CC(=O)NC2CCCC2)Cc2ccco2)n1	-0.5	/	-2	-6.5	5	-2.4	-1.1	2	7.2
CCn1cc(CN2CCC(n3nccc3NC(=O)CCOc3ccccc3)CC2)cn1	0.7	-2.6	-1	i	19	1.0	1.3	5	3.9
CCOCCc1nnc(NC(=O)C(CC)c2ccccc2)s1 (stereo not drawn)	-0.6	/	-1	-0.1	12	-2.1	-1.1	8	1.6
Nc1cc(Cl)ccc1C(=O)OCC(=O)NC1CCCCC1	0.0	0.6	13	i	2	/	-2.3	0	/
CCOC(=O)C1CCCN(C(=O)c2cccc(S(=O)(=O)NCc3ccccc3)c2)C1 (stereo not drawn)	/	-0.3	0	-0.5	4	1.0	-0.8	13	/
COc1ccc(C2OC3=C(Nc4cc(C)c(C)cc4N3)C2=O)cc1 (stereo not drawn)	-0.4	1.5	-1	-1.0	11	1.9	-2.7	19	3.5
CCn1c(=O)c(C(=O)NNS(=O)(=O)c2ccc(C)cc2)c(O)c2ccccc21	4.6	/	1	-1.6	9	1.2	-0.7	1	-0.8
CC1(C)C(C=C(Cl)Cl)C1C(=O)N/N=C/c1ccccc1F (stereo not drawn)	-0.4	1.0	0	-0.6	-8	-3.8	-2.4	11	0.7
CC(=O)N1N=C(c2cccs2)CC1c1ccc(C)o1 (stereo not drawn)	0.9	-0.9	0	i	1	0.0	-1.9	0	0.1
O=C1C=C(c2ccccc2)CC(c2ccc(F)cc2)C1 (stereo not drawn)	6.7	1.2	4	-1.7	25	1.4	-2.2	21	-0.3
c1ccc(-c2oc3ncnc(NCCCN4CCOCC4)c3c2-c2ccccc2)cc1	-1.3	/	48*	-13	27	1.5	-9.1	22	-0.4
O=C(NCCC1=CCCCC1)C1CCC(=O)N(Cc2cccc(C(F)(F)F)c2)C1 (stereo not drawn)	0.6	1.4	-1	i	5	0.5	-6.0	-8	0.2
CC(C)[C@H](NC(=O)N1CC(=O)Nc2ccccc21)C(=O)N1CCC[C@@H]1C(=O)O	0.2	0.2	3	-0.6	10	-0.5	0.1	9	0.4
CC(NC(=O)C1CC(=O)N(c2ccc3c(c2)OCCO3)C1)c1ccccc1 (stereo not drawn)	/	0.5	4	-1.2	-2	0.9	-2.9	3	/
COc1ccc(N(C(=O)c2snc(C(N)=O)c2N)C(CC(C)C)C(=O)NCC2CCCO2)cc1 (stereo not drawn)	-0.9	-0.7	0	-0.4	16	0.9	-4.9	2	0.3
Cc1cc(SCn2nnc3ccccc3c2=O)nc2ccccc12	3.0	0.2	3	-0.4	-4	/	-0.8	8	2.1
CNC(=O)c1nnn(Cc2ccccc2)c1NC(=O)C(F)(F)F	-0.7	/	-9	i	-2	-1.3	-2.4	-7	1.2
CSc1ccccc1NC(=O)C1(C)CCN1C(=O)Cc1ccccc1Cl (stereo not drawn)	/	0.1	-1	-0.4	20	0.3	-3.6	-1	/
CCn1c(SCC(=O)Nc2ccccc2N2CCOCC2)nnc1-c1ccccc1	0.9	/	5	i	7	3.6	-1.1	3	0.7
Cc1cc(=O)oc(C)c1C(=O)NCCNC(=O)c1c(C)cc(=O)oc1C	-1.1	/	4	-5.0	-8	-0.5	-2.8	-5	-3.3
Cc1cccc(CN2CCN(C3CCCC3)C(CCO)C2)n1 (stereo not drawn)	1.4	0.2	-2	i	-1	/	-1.7	-3	1.5
CCN(c1ccccc1)S(=O)(=O)c1cccc(C(=O)NCC(c2ccc(OC)cc2)N2CCCCC2)c1 (stereo not drawn)	/	0.3	-1	-10	4	0.3	-12	6	/
O=C(CSc1nnnn1C1CCCCC1)NCc1cccs1	-0.4	-0.9	-1	i	0	/	-0.4	1	-1.4
O=C(c1cccc(N2CCCC2=O)c1)N1CCN(c2ccc(F)cc2)CC1	-1.1	1.8	-1	i	-2	4.0	0.3	-6	0.7
COc1ccccc1C#Cc1cnc2c(c1)C(=O)N([C@H](C)CO)C[C@@H](C)[C@@H](CN(C)C(=O)c1ccc3c(c1)OCO3)O2	/	1.4&0.8	7	-0.2	4	0.9&1.4	0.7	3	/
COC(=O)CSc1nnc(C2COc3ccccc3O2)n1-c1ccccc1 (stereo not drawn)	0.0	1.9	-1	i	24	3.8	-4.0	5	-2.3
O=[N+]([O-])c1ccc(COc2cccc3cccnc23)cc1	-1.4	1.2	2	-0.9	-1	-1.7	-4.5	8	-2.2
Cc1cccn2c(=O)c3cc(C(=O)NCCc4ccccc4)c(=N)n(CCCn4ccnc4)c3nc12	-0.5	/	129*	-0.3	1	-1.7	-5.3	-4	1.4
CCOc1ccccc1C(=O)Nc1ccccc1-c1ccccc1	4.3	/	1	-0.4	34	/	-6.8	2	-2.4
CCN(C(=O)CN1C(=O)NC(CCSC)C1=O)C1CCS(=O)(=O)C1 (stereo not drawn)	0.1	2.2	0	1.3	2	-0.1	-2.1	2	-2.3
C[C@H](CO)N1C[C@H](C)[C@H](CN(C)C(=O)Nc2ccccc2F)OCc2cnnn2CCCC1=O	/	0.8&-0.1	1	-1.1	-8	-1.4&-0.4	-2.2	-10	/
COc1ccc(-c2ccc(-c3noc(C)n3)c(OC)n2)cc1	0.3	/	74*	-5.6	-2	-3.4	-0.5	13	6.2
CCC(=O)Nc1cccc(C2=NOC3(C2)C[C@@H](C(N)=O)N(C(=O)c2ccccc2C(=O)c2ccccc2)C3)c1 (stereo partly drawn)	0.2	/	4	-0.3	?	0.8	-1.2	3	0.4

Reformatted: results already given
Order of values: PfHsp40 yeast	TcdB inh	Mtb FBA inh	BH1578 lux ind	Yp Topo-I inh	Mtb BioA inh	FadD28 binding	GDH-TPI inh	Mtb UGM inh
CCn1c(SCC(=O)Nc2ccccc2N2CCOCC2)nnc1-c1ccccc1
  0.9	/	5	i	7	3.6	-1.1	3	0.7
Cc1cc(=O)oc(C)c1C(=O)NCCNC(=O)c1c(C)cc(=O)oc1C
  -1.1	/	4	-5.0	-8	-0.5	-2.8	-5	-3.3
Cc1cccc(CN2CCN(C3CCCC3)C(CCO)C2)n1 (stereo not drawn)
  1.4	0.2	-2	i	-1	/	-1.7	-3	1.5
CCN(c1ccccc1)S(=O)(=O)c1cccc(C(=O)NCC(c2ccc(OC)cc2)N2CCCCC2)c1 (stereo not drawn)
  /	0.3	-1	-10	4	0.3	-12	6	/
O=C(CSc1nnnn1C1CCCCC1)NCc1cccs1
  -0.4	-0.9	-1	i	0	/	-0.4	1	-1.4
O=C(c1cccc(N2CCCC2=O)c1)N1CCN(c2ccc(F)cc2)CC1
  -1.1	1.8	-1	i	-2	4.0	0.3	-6	0.7

Continued:
smiles	PfHsp40 yeast	TcdB inh	Mtb FBA inh	BH1578 lux ind	Yp Topo-I inh	Mtb BioA inh	FadD28 binding	GDH-TPI inh	Mtb UGM inh
O=C(CN1CCCCC1)c1ccc2c(c1)OCO2	-1.3	-1.1	-2	-0.9	10	-0.1	-4.1	3	-0.9
OC(COCCC12CC3CC(CC(C3)C1)C2)CN1CCCC1 (stereo not drawn)	-0.7	4.5	1	i	-1	/	-1.1	4	0.6
CCOc1cc(-c2nnn(CC(=O)N3CCCCC3)n2)ccc1OC	5.4	0.8	-1	-0.2	-2	-0.5	-3.8	10	0.7
CN(c1ccccc1)S(=O)(=O)c1cccc(C(=O)NC2CCCC2)c1	-0.2	0.8	-3	i	8	0.0	-3.7	6	-1.6

High-throughput results: PubChem, several laboratories
